From PubChem BioAssay
PP5 primary: inhibitors of human protein phosphatase 5 (PP5). AID 1987. purified PP5c, OMFP substrate fluorescence. inhibition, % at 6.7 µM. hit rate 0.18% among 320,000;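 active = inhibition above the campaign's mean inhibition across all tested compounds plus 3 SD, cut at about 9.5% in these data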;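 also: 0% = DMSO only and 100% = 100 µM cantharidin control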
Target sequence (P53041 whole entry, looked up): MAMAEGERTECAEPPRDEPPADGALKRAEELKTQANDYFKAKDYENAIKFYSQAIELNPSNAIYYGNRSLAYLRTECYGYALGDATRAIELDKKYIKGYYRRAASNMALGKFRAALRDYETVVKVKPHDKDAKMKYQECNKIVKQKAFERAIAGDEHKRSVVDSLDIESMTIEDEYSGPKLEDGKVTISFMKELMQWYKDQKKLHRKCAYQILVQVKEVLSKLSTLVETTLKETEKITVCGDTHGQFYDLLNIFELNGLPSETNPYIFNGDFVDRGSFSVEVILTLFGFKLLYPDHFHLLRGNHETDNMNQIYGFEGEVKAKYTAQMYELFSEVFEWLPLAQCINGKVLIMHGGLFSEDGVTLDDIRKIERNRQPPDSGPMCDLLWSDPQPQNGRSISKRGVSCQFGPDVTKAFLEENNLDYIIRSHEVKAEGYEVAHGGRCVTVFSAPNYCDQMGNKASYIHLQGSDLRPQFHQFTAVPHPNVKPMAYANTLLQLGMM
EBNA-1 inhibitor: blocks EBNA-1 binding to DNA | EBNA-1 DNA binding, fluorescence polarization | inhibition, % at 14.8 µM | hit rate 0.34% among 300,000; in the data active = inhibition above about 28%
Yeast superoxide: yeast age-related superoxide inhibition as caloric restriction mimetic. S. cerevisiae aged cells, superoxide DHE fluorescence; active compounds read low. AID 2690. hit rate 0.18% among 330,000. superoxide response (% of plate mean), % at 10 µM;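 active = superoxide response under a set limit, about three screen SD below normal, cut at about 65% in these data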;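 also: yeast aged for seven days with compound at 30 °C before DHE staining; 100% = average MFI of all compound-treated wells on the plate with controls excluded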
ZTA DNA inh: counter-screen for EBNA-1 inhibitors: inhibitors of Epstein-Barr virus ZTA | P03206 | inhibition, % at 11 µM | hit rate 0.15% among 320,000 | ZTA-DNA binding, fluorescence polarization; in the data active = inhibition above about 33%
Target sequence (P03206 whole entry, looked up): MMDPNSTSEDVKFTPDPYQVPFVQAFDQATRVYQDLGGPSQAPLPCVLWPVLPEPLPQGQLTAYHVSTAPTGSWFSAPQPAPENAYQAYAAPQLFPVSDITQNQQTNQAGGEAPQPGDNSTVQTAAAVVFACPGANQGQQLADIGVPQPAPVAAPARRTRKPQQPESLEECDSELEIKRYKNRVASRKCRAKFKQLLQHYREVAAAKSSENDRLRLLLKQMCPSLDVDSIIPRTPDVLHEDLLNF
PP1 inh: counter-screen for PP5 inhibitors: inhibitors of human PP1-alpha; hit rate 0.9% among 320,000; P62136; purified PP1alpha, OMFP fluorescence; inhibition, % at 6.7 µM;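 active = inhibition above the mean inhibition of all tested compounds plus 3 SD, computed separately for each screening campaign, cut at about 15% in these data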
Target sequence (P62136 whole entry, looked up): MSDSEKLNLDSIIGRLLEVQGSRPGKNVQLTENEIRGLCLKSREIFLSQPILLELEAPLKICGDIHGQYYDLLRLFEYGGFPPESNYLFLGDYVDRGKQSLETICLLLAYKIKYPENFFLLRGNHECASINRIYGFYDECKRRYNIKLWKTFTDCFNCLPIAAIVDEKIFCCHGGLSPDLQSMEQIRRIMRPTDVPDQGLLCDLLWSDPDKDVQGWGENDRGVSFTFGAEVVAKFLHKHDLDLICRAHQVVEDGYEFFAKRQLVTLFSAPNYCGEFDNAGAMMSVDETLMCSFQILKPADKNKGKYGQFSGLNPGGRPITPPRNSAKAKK
CTSL1 counter: counter-screen for PFM18AAP inhibitors: inhibitors of F. hepatica cathepsin L1; recombinant F. hepatica cathepsin L1, Z-Leu-Arg-MCA fluorescence; inhibition, % at 5.96 µM; hit rate 0.49% among 300,000;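 active = inhibition above the mean of all tested compounds plus 3 SD, set per screening campaign, cut at about 17% in these data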;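 also: 0% = plate median of test compound wells and 100% = 1 µM Z-Phe-Ala-diazomethylketone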
GASC-1 inh: human JMJD2C demethylase inhibition. Q9H3R0. GST-JMJD2C(1-420) H3K9me3 demethylation, DELFIA europium. hit rate 0.069% among 330,000. inhibition, % at 2.35 µM. AID 2099;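 active = more than half of a compound's replicate wells show inhibition beyond 50%, single wells judged on their own value; inconclusive = some, but no more than half, of replicates pass 50% inhibition; inactive = no replicate passes 50% inhibition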;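 also: signal counts dimethyl H3K9 product captured on neutravidin plate; 0% = median of DMSO wells and 100% = 0.3 times that DMSO median; strong numbers were not always called active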
TPT1 inh: blocks Candida albicans tRNA 2'-phosphotransferase; hit rate 0.81% among 300,000; recombinant caTPT1, FP RNA substrate dephosphorylation; inhibition, % at 5 µM; AID 1962;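 active = inhibition above the mean of all tested compounds plus 3 SD, set per screening campaign, cut at about 24% in these data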;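 also: plate controls were DMSO alone for no effect and ferristatin control at 100 nM for full effect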
HCV core dimer: HCV core protein dimerization inhibition | inhibition, % at 5 µM | AID 1899 | hit rate 0.33% among 300,000 | TR-FRET GST/Flag-core106 dimerization, 1536-well;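 active = inhibition above the mean of all tested compounds plus 3 SD, set per screening campaign, cut at about 45% in these data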
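Test system: GST/Flag-tagged HCV core106 proteins; Medium: KF-containing HEPES buffer, pH 7.45, DTT, CHAPS, BSA; Times: compound-protein-antibody incubation 4 h at 22.5 °C; Detection: TR-FRET 671 and 617 nm emission; Benchmarks: wells lacking GST-core106 and wells with excess unlabelled core106.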
* hit, by the source's call; ? = inconclusive; . = not tested or not shown; & = joins results of further samples.

Screens in order – HCV core dimer, CTSL1 counter, TPT1 inh, EBNA-1 inhibitor, PP5 primary, ZTA DNA inh, PP1 inh, GASC-1 inh, Yeast superoxide
1	COc1ccc(NC(=O)CSc2nnc(-c3ccccn3)n2N)cc1
  -1.3, 2.5, 0.5, 7.9, -1.6, -2.2, 0.5, 13.1, 99.2
2	C=CCc1cccc2cc(C(=O)Nc3ccc(S(=O)(=O)Nc4nnc(CC)s4)cc3)c(=O)oc12
  16.9, 9.3, 1.1, 14.0, 1.7, 2.5, 0.0, -11.5, 112.3
3	C/C(CC(=O)Nc1ccc2c(c1)OCO2)=N\NC(=O)OC(C)(C)C
  2.1, -1.1, -4.7, 8.3, 0.2, -2.5, -1.8, -3.8, 103.1
4	COc1ccc(Cl)c(NC(=O)Nc2c(C)n(-c3ccccc3)c(=O)n2C)c1
  -3.4, -0.8, -4.7, -7.0, 2.8, -3.2, -2.1, 10.4, 106.0
5	CCCn1c(CCC(=O)O)ccc1-c1ccccc1
  -0.3, 0.8, -3.7, -1.3, 2.1, -1.0, 0.8, 4.0, 94.0
6	O=C(NCCN1CCN(C(=O)c2cccs2)CC1)c1cccs1
  -4.0, -1.8, -3.3, 1.4, 1.5, -6.4, -5.4, -4.4, 100.8
7	O=C(N/N=C/c1cc(Cl)cc([N+](=O)[O-])c1O)NC12CC3CC(CC(C3)C1)C2
  -66.8, 5.9, 1.2, -0.9, 2.5, 15.6, 2.9, 10.8, 108.5
8	C/C(=N\NC(=O)c1ccccc1)c1ccc2c(c1)OCO2
  -9.4, 0.5, 2.5, -13.6, 0.0, -9.1, -5.8, 6.5, 96.3
9	O=C(CCSCc1ccccc1Cl)NC1CCCC1
  0.8, 0.4, -0.8, -1.9, 0.7, -2.9, -2.0, 3.8, 101.7
10	O=Cc1c(NCc2ccc(F)cc2)c2ccccc2[nH]c1=O
  -14.2, 3.2, -4.6, 0.4, 0.8, 5.0, -4.7, 1.2, 105.9
11	COc1ccccc1C(C[N+](=O)[O-])c1c(N)n(C)c(=O)n(C)c1=O (configuration not stated)
  0.2, -0.1, 1.1, -0.8, 0.5, -4.6, 0.5, -0.8, 121.5
12	COc1cc(OC)cc(C(=O)NC(=S)N2CCN(c3ccc(C(F)(F)F)cc3[N+](=O)[O-])CC2)c1
  20.2, 0.8, 1.4, -4.9, 5.2, 0.1, -1.6, 0.2, 121.2
13	Cc1ccc(Cn2c(N3CCN(CCO)CC3)nc3c2c(=O)n(C)c(=O)n3C)cc1
  8.8, 1.2, 2.5, 2.3, 0.2, 12.4, -0.6, -12.2, 98.1
14	CN(C(=O)c1ccc2c(=O)n3c(nc2c1)CCCCC3)c1ccccc1
  -1.4, -2.2, 1.9, -3.4, -2.5, 6.6, -3.7, 2.1, 101.7
15	O=C(Nc1cccc(-c2csc(Nc3ccc(Cl)cc3)n2)c1)c1cc([N+](=O)[O-])cc(C(F)(F)F)c1
  38.3, 1.9, -2.6, 4.4, 2.4, 5.8, -3.0, 8.7, 95.6
16	CCc1ccc2oc(C(=O)NCC(c3ccc(OC)cc3)N3CCCCC3)c(C)c2c1 (configuration not stated)
  -15.7, 0.8, -4.3, 4.9, 2.8, -12.1, 4.9, -9.9, 93.0
17	CC12CCC(C(=O)N(CC(O)CN3CCCCCC3)C1=O)C2(C)C (configuration not stated)
  -11.9, -1.1, -2.5, -1.4, -2.6, 8.9, -1.2, -6.0, 94.9
18	CCOc1cc(CNc2ccc(N3CCCCC3)cc2)cc(Br)c1OCC(=O)NC(C)(C)C
  4.2, -2.5, 5.3, -1.9, 3.8, 19.3, 6.1, -18.8, 73.9
19	COc1ccc(S(=O)(=O)N(CCc2ccccc2)CC(=O)NC(C)C)cc1
  -1.2, -1.1, -0.7, 0.5, 1.5, -9.7, 1.7, 0.1, 107.5
20	CC(C)(C)n1ncc2c(=O)n(CC(=O)OCc3ccccc3)cnc21
  -0.1, 1.9, 0.1, 9.7, 0.3, 11.8, -4.8, 2.1, 103.0
21	CCOC(=O)c1c(C)[nH]c(C)c1C(=O)COC(=O)c1cccc(S(=O)(=O)N(CC)CC)c1
  1.4, -0.4, 2.2, 10.8, 4.6, -16.7, 1.9, 27.9, 104.6
22	COc1ccc(-c2nc(-c3ccccc3)ncc2S(C)(=O)=O)cc1
  2.1, 5.0, 1.8, -9.8, -3.8, 9.5, -8.2, 15.1, 95.6
23	COc1ccc(C(=O)Nc2ncc3c(n2)CC(c2ccco2)CC3=O)cc1 (configuration not stated)
  2.4, -0.1, -2.2, 20.6, 3.1, -5.8, -5.8, 34.4, 97.0
24	Cc1ccc2oc(=O)c3cc(C(=O)N4CCN(C)CC4)sc3c2c1
  -0.8, -2.0, -0.9, -6.4, 0.5, -5.8, -3.9, -1.1, 93.8
25	CCCc1cc(=O)[nH]c(SCC(=O)N2N=C(c3ccc(Cl)cc3)CC2c2ccco2)n1 (configuration not stated)
  24.4, -7.7, 18.3, -6.3, -2.1, 0.2, -1.5, -5.5, 99.8
26	CCCOc1ccc(C=Nc2ccc(OC)c(S(=O)(=O)N3CCOCC3)c2)c(O)c1
  ., ., ., ., -2.6, -12.5, 3.0, 11.0, 103.7
27	O=C(CSCc1n[nH]c(=O)[nH]1)NCCOc1cccc(Oc2ccccc2)c1
  1.0, -1.1, -2.9, 15.6, -0.1, 7.6, -1.2, 20.3, 102.8
28	COc1ccc(NC(C)C(=O)Nc2ccc(C(C)(C)C)cc2)cc1Cl (configuration not stated)
  0.2, -1.2, -1.4, 5.8, 6.3, -32.0, 7.6, 3.2, 108.6
29	COC(=O)c1sc(NC(=O)COc2cccc3ccccc23)nc1C
  -0.6, 0.4, -0.6, -5.0, 3.4, -4.7, 2.7, 2.3, 113.5
30	Cn1cc(CN2CCN(Cc3ccc4c(c3)OCO4)CC2)c(-c2ccccc2F)n1
  -1.7, 2.1, 1.8, -18.9, -1.9, -14.6, -1.6, 0.8, 96.7
31	COc1cc(/C=C(/C#N)C(=O)Nc2ccccc2)c(Br)cc1OCc1ccc(C(=O)O)cc1
  12.2, -0.2, -1.0, -13.1, 0.4, -9.8, 5.2, 4.6, 98.5
32	COC(=O)C(CC(C)C)N1CCC(=O)c2ccccc2S1(=O)=O (configuration not stated)
  5.0, -3.6, -3.1, 2.2, 0.6, -3.1, -2.2, -8.0, 103.5
33	CCOC(=O)CSc1nnc(-c2ccc(S(=O)(=O)N3CCOCC3)cc2)n1-c1ccccc1
  -1.3, 4.6, -1.0, 1.7, 1.3, -0.7, -2.9, 134.8&6.1, 107.1
34	COc1ccc([C@H]2CC(=O)C=C(c3ccc(F)cc3OCc3ccccc3)C2)cc1
  ., ., ., ., 2.2, 10.1, 8.1, 10.7, 99.9
35	O=C(c1cnccn1)N(Cc1cccs1)C1(C(=O)NC2CCCC2)CCCCC1
  1.2, 2.5, -0.3, -0.5, -0.7, -2.1, 0.7, -4.2, 92.3
36	O=C(O)c1oc2ccccc2c1CN1CCN(c2ccccc2)CC1
  -5.1, 3.1, -1.0, 2.8, -0.1, 0.1, -1.1, 0.9, 114.0
37	OCCN(CCO)c1nc2ccccc2[nH]1
  -3.2, -2.2, -1.0, -0.2, 3.5, -19.8, -3.7, 3.7, 99.0
38	O=S(=O)(c1ccc(N2CCCC2)cc1)C(F)(F)F
  -6.0, -1.5, 6.2, 3.9, -0.2, 3.9, -1.5, -0.8, 100.6
39	COc1cc(O)cc2cc3c(c(O)c12)C(=O)CC(C)(O)O3 (configuration not stated)
  -12.4, -0.6, -9.7, -1.4, 2.5, -6.5, -1.3, ., 97.9
40	CCOc1ccccc1N(CC(=O)NCCSc1ccccn1)S(=O)(=O)c1ccccc1
  -16.1, -0.2, -0.9, 5.6, 4.5, -4.2, -5.4, -5.2, 104.0
41	CCCCN(C)CCNC(=S)Nc1ccc2nc(N3CCN(CC)CC3)cc(C)c2c1
  -18.2, 3.3, -4.8, -1.0, 0.6, -4.6, 0.1, -3.7, 76.0
42	CCOc1ccccc1-n1c(SCC(=O)Nc2ccccc2C(=O)O)nc2ccccc2c1=O
  15.6, -1.6, -6.5, -9.2, 0.5, 0.4, 0.7, -2.7, 100.8
43	CCOC(=O)C1=C(C)NC(=O)NC1c1ccc(OCC(=O)N2CCCCC2)cc1 (configuration not stated)
  -1.1, -3.7, 0.1, -1.5, -0.1, 11.7, -3.4, 9.7, 100.5
44	CN1CC(=O)NC1=NC(=O)c1cc(F)c(F)cc1Cl
  -2.5, 3.2, 2.5, 1.9, 2.9, -1.1, -2.0, -3.3, 140.4
45	CCN(CC)c1ccc(C(NC(C)=O)NC(C)=O)cc1
  -8.5, -0.7, 6.0, -11.5, 1.6, 23.1, -6.2, 7.4, 125.6
46	O=c1cc(COc2ncnc3c(Cl)cc(Cl)cc23)nc2sccn12
  -1.4, -1.4, -0.7, -11.5, 2.8, 12.2, -6.1, -4.3, 98.9
47	O=C(c1ccc(Cl)nc1)N1CCN(S(=O)(=O)c2ccccc2)CC1
  1.6, 3.4, 0.9, 4.5, -0.9, -11.8, 1.1, -2.5, 111.8
48	COc1ccc(C2CC(c3ccc(F)cc3)Nc3nc(N)nn32)cc1 (configuration not stated)
  0.9, -2.0, -1.2, 4.1, 1.4, 10.2, -4.2, -5.4, 103.1
49	Oc1ccc(Cl)cc1CNc1cccc2cccnc12
  5.1, -0.2, 0.7, -6.2, 2.4, 7.5, 0.9, -12.9, 104.0
50	COCCn1nnnc1CN1CCOCC1
  3.6, -0.7, -1.6, -6.2, 2.1, -8.4, 2.7, -10.5, 109.4
51	Cc1cccc(N(C)C(=O)c2coc(=O)c3ccccc23)c1
  -1.3, 4.0, -3.7, -5.6, 2.6, 4.2, 2.9, -1.8, 107.2
52	CCOc1ccc(C(=O)Cc2cc(OC)c(OC)cc2[N+](=O)[O-])cc1
  -9.0, -2.8, 0.3, -8.1, 1.5, -16.8, -1.7, -7.7, 98.4
53	CSc1ccc2c(c1)N(CCC1CCCCN1C)c1ccccc1S2 (configuration not stated)
  -26.1, 1.0, -6.0, -5.5, 2.1, -19.0, 9.1, -16.5, 90.8
54	COc1ccc(-c2ccc(=O)n(CC(=O)NCc3ccco3)n2)cc1
  7.9, 0.8, 0.9, 0.6, 0.7, 11.7, -0.3, 7.6, 96.9
55	Cn1c(=O)n(C)c2cc([N+](=O)[O-])c(N3CCN(C(=O)C(C)(C)C)CC3)cc21
  0.2, -7.2, -3.4, 6.5, 0.7, 0.4, -1.9, -5.6, 81.7
56	O=C(Nc1ccc(N2CCOCC2)cc1)C1CC(=O)N(c2ccc(Cl)cc2)C1 (configuration not stated)
  0.8, 2.0, -0.3, -8.3, 0.5, 7.5, -3.7, -28.4, 97.6
57	COc1cc(/C=C/C(=O)OCC(=O)N2CCOCC2)ccc1OCC#N
  0.5, 3.0, 2.2, -1.8, 0.6, 1.4, -3.0, 9.3, 87.3
58	O=C(CN1CCCCCC1)Nc1cccc([N+](=O)[O-])c1
  0.1, 9.9, 0.7, -14.5, 0.3, 4.3, -5.4, 22.2, 81.0
59	COc1cc(/C=N/N=C/c2c[nH]c(=O)c(C#N)c2Nc2ccccc2)ccc1O
  1.2, 1.0, -1.6, -1.6, 0.5, -3.6, -3.6, ?, 102.1
60	COC(=O)C1=C(C)NC(=O)NC1c1ccsc1 (configuration not stated)
  -2.8, 9.3, -2.5, 12.6, -2.6, -22.5, 4.6, 0.3, 85.4
61	CCCNC(=O)Nc1ccc2c(c1)N(C)C(=O)c1ccccc1S2
  -2.6, -1.2, -1.8, -5.3, 3.1, -2.1, 0.0, 7.2, 102.8
62	O=C(Nc1nc(-c2ccc(Cl)cc2)cs1)C1CCCO1 (configuration not stated)
  0.8, 2.0, -2.0, -3.4, 1.9, -3.2, -0.8, -6.6, 106.6
